# Screening data as filed in PubChem BioAssay.
# TLR9-MyD88 block: TLR9-MyD88 interaction inhibition. Q9NR96+Q99836. CHO BLA complementation TLR9-MyD88, CCF4 FRET ratio. inhibition, % at 4.98 µM. 0.21% of 340,000 active;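 active = inhibition above the mean over all tested compounds plus 3 SD, cut at about 21% in these data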;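 also: 0% = DMSO only wells and 100% = clavulanate BLA inhibitor control wells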
# NOD2-RIPK2 inh: NOD2-RIPK2 protein interaction inhibition. O43353. CHO BLA complementation NOD2-RIPK2, CCF4 ratio. inhibition, % at 4.98 µM. 0.38% of 360,000 active. AID 624267; in the data active = inhibition above about 21%;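 also: 0% = vehicle only and 100% = reference blocker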
# COUP-TFII inh: blocks human COUP-TFII nuclear receptor | P24468 | HEK293T NGFI-A luciferase reporter, luminescence | inhibition, % at 8.6 µM | 0.7% of 370,000 active | AID 686940;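 active = inhibition above a per-plate cutoff, mean inhibition of test wells between control levels plus 3 SD, cut at about 38% in these data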;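 also: cells cotransfected with COUP-TFII expression vector driving the NGFI-A reporter; 0% = median of COUP-TF2 test wells and 100% = reporter-only cells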
# SRC3 inh: inhibitors of human steroid receptor coactivator 3 (SRC3). HEK293 GAL4-SRC3 luciferase reporter, luminescence. inhibition, % at 3.6 µM. 0.17% of 360,000 active. AID 588352;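 active = inhibition above a per-campaign cutoff, the mean of all compounds plus 3 SD, cut at about 60% in these data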;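 also: 0% = DMSO-treated cells and 100% = gossypol-treated cells at 36 µM; higher means less SRC3-driven luciferase light from the GAL4 reporter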
# ABHD5 PLIN5 PPI: blocks binding of human ABHD5 to perilipin-5; Q00G26+Q8WTS1; Split G. princeps luciferase complementation, luminescence, 4 h; inhibition, % at 4 µM; 0.78% of 360,000 active;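 active = inhibition above the mean inhibition across every tested compound plus 3 SD, cut at about 22% in these data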;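 also: 0% = DMSO only wells and the 100% control is not disclosed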
# NCOA1 inh: inhibitors of human steroid receptor coactivator 1 (SRC1); 0.12% of 360,000 active; Q15788; inhibition, % at 3.6 µM; HEK293 GAL4-SRC1 luciferase reporter, luminescence;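 active = inhibition above the campaign mean plus 3 SD, with each screening campaign given its own cutoff, cut at about 60% in these data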;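 also: 0% = DMSO treated cells and 100% = gossypol at 36 µM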
# NCOA2 inhibitor: human SRC2 (NCOA2) inhibition; Q15596; 0.17% of 370,000 active; HEK293 GAL4-SRC2 luciferase reporter, luminescence; inhibition, % at 9 µM;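 active = inhibition above the mean inhibition of all tested compounds plus 3 SD, set per campaign, cut at about 52% in these data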;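 also: 0% = DMSO treated cells and 100% = cells given Gossypol at 36 µM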
# NR5A2 inv ag: suppresses constitutive activity of human LRH-1. O00482. inhibition, % at 3.6 µM. AID 602396. HEK293T StAR-luciferase reporter, LRH-1 transfected, 24 h. 0.13% of 360,000 active;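 active = inhibition above the mean inhibition of all tested compounds plus 3 SD, cut at about 73% in these data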;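 also: 0% = DMSO wells and 100% = reporter-only cells lacking LRH-1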
# MC4R ag barr: activates human MC4R beta-arrestin recruitment | 0.98% of 360,000 active | U2OS MC4R beta-arrestin complementation, luminescence; percent of melanotan II response, DMSO zero | P32245 | activation, % at 8.9 µM | AID 540308;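 active = activation above a per-plate cutoff, the mean activation of sample wells on that plate plus 3 SD, cut at about 8% in these data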
# LMP1 NFkB inh: Epstein-Barr LMP1 NF-kappaB reporter inhibition | LMP1-induced NF-kappaB luciferase reporter cells, luminescence | inhibition, % at 12.5 µM | 0.69% of 350,000 active | AID 504558; in the data active = inhibition above about 41%;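 also: 0% = neutral control wells and 100% = reference inhibitor control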
# MC4R antag cAMP: antagonists of human melanocortin 4 receptor (MC4R) | P32245 | MC4R-expressing cells, MTII-stimulated cAMP, LANCE TR-FRET | inhibition, % at 6.5 µM | 0.48% of 360,000 active | AID 540295;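 active = inhibition above its plate's cutoff, the mean of tested wells on that plate plus 3 SD, cut at about 29% in these data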;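 also: 0% = Melanotan II alone and 100% = Melanotan II plus saturating MCL0020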
#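 Material: U2OS-MC4R stable cell line | Reagent: Melanotan II challenge after compound preincubation | Doses: One concentration, 6.5 µM nominal | Incubation: 30-min compound preincubation, 1-h Melanotan II challenge, 1-h detection, room temperature | Signal: TR-FRET cAMP assay | Replicates: One well per compound, no replicates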
# * marks the source's active call; other numbers are inactive results; . = no result given.
SMILES,TLR9-MyD88 block,NOD2-RIPK2 inh,COUP-TFII inh,SRC3 inh,ABHD5 PLIN5 PPI,NCOA1 inh,NCOA2 inhibitor,NR5A2 inv ag,MC4R ag barr,LMP1 NFkB inh,MC4R antag cAMP
O=C1CCC(C(=O)N2CCN(c3cnccn3)CC2)CN1CCc1cccc(F)c1 (configuration not stated),-13,-6,18,2,1,-17,4,3,-1.0,-3,8
CCOc1cc(CNCc2ccncc2)cc(Br)c1OCc1ccc(F)cc1,-4,0,39*,18,8,-1,7,25,0.3,11,2
O=C(COC(=O)Cc1cccs1)NCc1ccc(F)cc1,6,-3,4,-4,2,-3,-13,0,-4.0,1,6
COc1ccc(CNc2cc(C)ccn2)c(O)c1,-13,1,-14,4,6,-6,-29,-5,-0.1,-2,20
CCOc1ccccc1NC(=O)CSc1nc2ccccc2nc1N1CCCC1,-5,9,-3,-11,2,-12,-1,-11,2.0,-3,3
Cc1cccc(C)c1NC(=O)CS(=O)CC(=O)NCCCc1ccccc1 (configuration not stated),-1,-3,3,25,-7,0,-40,7,1.1,-8,0
Cc1ccsc1/C=N/Nc1cccc(C(=O)O)c1,-4,4,-53,-93,-1,-105,-106,-239,-3.9,66*,3
Cc1ccc(C(=O)/C=C\Nc2ccc(C)c(C)c2)cc1,0,3,-56,-56,-3,-73,-60,-63,0.0,-44,1
O=C(NCCc1ccccc1)c1noc2c1CCCCC2,9,-7,-39,-105,-2,-145,-43,-95,-2.0,-13,8
CC(=O)c1cc(F)c(N2CCOCC2)cc1C,-5,1,0,8,3,-3,-7,16,-1.7,-12,-1

# Some of these compounds in order of the MC4R ag barr value, rising:
SMILES,TLR9-MyD88 block,NOD2-RIPK2 inh,COUP-TFII inh,SRC3 inh,ABHD5 PLIN5 PPI,NCOA1 inh,NCOA2 inhibitor,NR5A2 inv ag,MC4R ag barr,LMP1 NFkB inh,MC4R antag cAMP
CC(=O)c1cc(F)c(N2CCOCC2)cc1C,-5,1,0,8,3,-3,-7,16,-1.7,-12,-1
CCOc1cc(CNCc2ccncc2)cc(Br)c1OCc1ccc(F)cc1,-4,0,39*,18,8,-1,7,25,0.3,11,2
CCOc1ccccc1NC(=O)CSc1nc2ccccc2nc1N1CCCC1,-5,9,-3,-11,2,-12,-1,-11,2.0,-3,3

# More entries.
SMILES,TLR9-MyD88 block,NOD2-RIPK2 inh,COUP-TFII inh,SRC3 inh,ABHD5 PLIN5 PPI,NCOA1 inh,NCOA2 inhibitor,NR5A2 inv ag,MC4R ag barr,LMP1 NFkB inh,MC4R antag cAMP
Cn1c(-c2ccncc2)nc2ccccc21,-1,-5,2,2,6,-20,-3,-14,-0.5,10,13
COCCn1c(SCC(=O)Nc2ccc(OC)c(S(N)(=O)=O)c2)nc2ccccc21,-3,-8,23,17,-2,3,12,17,0.3,1,4
COC(=O)c1ccccc1Sc1snnc1C,-5,-11,8,-15,-1,2,-21,2,-0.6,13,3
CCOC(=O)c1ccc2c(c1)N(C)C(=O)c1ccccc1S2,-2,3,.,4,-8,5,.,-20,-0.8,7,18
CCOC(=O)C1=C(N)Oc2c(c(=O)[nH]c3ccccc23)C1c1ccccc1 (configuration not stated),-2,-16,2,18,-43,-6,-3,5,-4.0,3,-5
CC(C)(C)n1c(O)c2ccc(C(=O)N=NC(=O)c3ccccc3)cc2c1O,-22,-5,22,-4,10,-16,-1,-16,-2.6,-1,15
COc1ccccc1N1CCN(C(=O)/C=C/c2cccc([N+](=O)[O-])c2)CC1,0,4,-2,-7,-1,-2,-23,0,-3.4,-19,-2
CCOC(=O)C1CCCN(C(=O)c2ccc3c(=O)n(CCOC)c(=S)[nH]c3c2)C1 (configuration not stated),-10,-4,24,-3,0,14,30,20,-0.8,14,0
O=c1[nH]c(=S)[nH]c2c1C(c1ccc(Cl)cc1)OC(CCc1ccccc1)C2 (configuration not stated),.,9,-26,11,-11,7,24,4,.,.,.
O=C(CC1NC2CCCCC2NC1=O)Nc1ccc2c(c1)OCO2 (configuration not stated),-6,-4,-7,15,-11,2,-17,6,0.5,-5,1

# Individual results from the results shown:
# `CCOC(=O)c1ccc2c(c1)N(C)C(=O)c1ccccc1S2` in NCOA1 inh → 5
# `CCOC(=O)C1=C(N)Oc2c(c(=O)[nH]c3ccccc23)C1c1ccccc1` (configuration not stated) in NOD2-RIPK2 inh → -16
# `O=c1[nH]c(=S)[nH]c2c1C(c1ccc(Cl)cc1)OC(CCc1ccccc1)C2` (configuration not stated) in NCOA2 inhibitor → 24
# `O=C(COC(=O)Cc1cccs1)NCc1ccc(F)cc1` in LMP1 NFkB inh → 1
# `Cc1ccsc1/C=N/Nc1cccc(C(=O)O)c1` in TLR9-MyD88 block → -4

# Next part
SMILES,TLR9-MyD88 block,NOD2-RIPK2 inh,COUP-TFII inh,SRC3 inh,ABHD5 PLIN5 PPI,NCOA1 inh,NCOA2 inhibitor,NR5A2 inv ag,MC4R ag barr,LMP1 NFkB inh,MC4R antag cAMP
O=c1[nH]n(-c2ccc(F)cc2)c2ncccc12,-4,5,12,15,-6,-14,-7,-13,-1.6,2,-4
CCN(C[C@H]1N[C@@](Cc2ccccc2)(C(=O)OC)[C@H]2C(=O)N(Cc3ccccc3)C(=O)[C@@H]12)C(=O)C1CCCCC1,0,7,4,8,-1,-2,1,5,-1.9,5,0
COc1ccc(-c2ccc3c(c2)S(=O)(=O)c2cccc(C(=O)NCc4cccc(OC(F)(F)F)c4)c2C3=O)cc1OC,-8,-6,.,9,-14,-1,.,-11,4.4,-2,3
O=C(COC(=O)c1cccs1)NCC1CCCO1 (configuration not stated),4,-10,8,-13,1,12,12,-6,-2.1,3,-1
Cn1nc(C(F)(F)F)c(-c2cccc(C(F)(F)F)c2)c1NC(=O)c1cccnc1,.,-5,19,23,-2,13,12,0,2.3,3,4
O=C(CN1C(=O)c2cccc3cccc(c23)C1=O)N1CCCCCC1,-4,-8,-4,-9,6,6,-12,11,-1.9,-7,0
COc1cccc(-c2ncc3ccccc3c2COC(=O)c2ccc(C(F)(F)F)cc2)c1,-10,-2,-17,4,1,-13,-16,5,-0.2,1,-10
COC(=O)CC1C(=O)NCCN1C(=O)c1ccc(Cl)cc1 (configuration not stated),-9,-9,12,5,2,12,19,18,1.0,4,-3
O=C1COc2ccc(C(=O)COC(=O)c3cnc(Cl)c(Cl)c3)cc2N1,0,-9,-11,20,2,-37,4,1,-5.0,-3,12
CC(Sc1ncc(C(F)(F)F)cc1Cl)C(=O)NCC1CCCO1 (configuration not stated),-4,1,-20,17,-1,-5,6,4,-1.4,4,0
CCc1ccc(-c2cn3nc(C)c(C)nc3n2)cc1,-1,8,47*,-20,4,-30,59*,-52,-0.2,84*,7
CCOC(=O)c1[nH]c(CSc2nnnn2-c2ccccc2C)c(C(=O)OCC)c1C,2,3,18,-9,-5,1,-14,-3,3.3,2,3
COC(=O)C1=CN(c2ccc(F)cc2)C=C(C(=O)OC)C1c1cccc(Br)c1,-5,2,-7,8,9,-22,-16,-1,-3.5,3,7
CCOc1ccc(C2=C(C=C(C#N)C#N)C(c3ccccc3)c3ccccc3O2)cc1 (configuration not stated),-3,-7,9,16,3,5,-3,-3,-2.6,-6,-6
O=C(NC1CCCC1)C(=O)N(Cc1cccnc1)C(C(=O)NC1CCCC1)c1ccco1 (configuration not stated),5,-2,4,10,-1,-3,11,-12,-6.1,8,1
CNC(=S)N1N=C(c2ccc(Br)cc2)CC1c1ccc(OC)cc1 (configuration not stated),10,-1,3,0,-6,-1,14,-11,0.1,11,10
CC(=O)/C=C1\OCc2cc(OCc3ccccc3)ccc21,.,-8,-7,.,9,.,-9,-10,.,.,.
COCCn1c(CN2CCN(C)CC2)nc2c1c(=O)n(C)c(=O)n2C,17,-3,0,16,3,7,9,6,0.5,-6,0
OCCNCc1ccc(OCc2ccc(Cl)cc2Cl)cc1,6,2,-9,-15,19,-6,-48,-44,-1.2,-5,4
COC(=O)c1sccc1NC(=O)c1ccc(Br)o1,5,0,8,-17,-5,12,1,-7,0.4,1,7
COC(=O)c1cc(-c2cccc([N+](=O)[O-])c2)c2c(=O)n(C)c(=O)n(C)c2n1,6,7,13,-9,0,-2,1,8,-1.4,-1,8
Cc1ccccc1C=O,3,-22,-17,5,-2,-12,15,9,-0.3,0,8
N#Cc1cc(-c2ccccc2)cnc1Cl,0,-4,-17,-2,0,-20,4,24,-1.9,-5,0
NC(=O)c1ccc(NC(=O)COC(=O)CCC2CCCC2)cc1,-2,-4,-3,5,5,-21,-18,26,-2.2,-5,12
Cc1cccc(NC(=O)CSc2nncn2-c2ccccn2)c1,-4,-3,0,-7,4,9,-1,4,-1.6,1,-1
Cc1nc2ccccc2n1CC(=O)NC1CCCCCC1,-2,-5,25,6,1,2,1,-1,-2.4,7,-2
CC(C)(C)NC(=O)NCC1CCCC1NC(=O)NC(C)(C)C (configuration not stated),0,-5,5,-1,8,2,-1,-9,-1.3,-1,5
S=c1cn[nH]c2ccccc12,-3,-12,-17,-45,4,-54,-4,-12,-3.1,-10,-2
O=C(Nc1ccc(N2CCCCC2)cc1)c1cncc(Br)c1,5,-5,-54,-37,2,-58,-6,-139,1.4,-28,-2

# Part of the list above in order of length of the SMILES, high to low.
SMILES,TLR9-MyD88 block,NOD2-RIPK2 inh,COUP-TFII inh,SRC3 inh,ABHD5 PLIN5 PPI,NCOA1 inh,NCOA2 inhibitor,NR5A2 inv ag,MC4R ag barr,LMP1 NFkB inh,MC4R antag cAMP
CC(C)(C)NC(=O)NCC1CCCC1NC(=O)NC(C)(C)C (configuration not stated),0,-5,5,-1,8,2,-1,-9,-1.3,-1,5
O=C(Nc1ccc(N2CCCCC2)cc1)c1cncc(Br)c1,5,-5,-54,-37,2,-58,-6,-139,1.4,-28,-2
Cc1cccc(NC(=O)CSc2nncn2-c2ccccn2)c1,-4,-3,0,-7,4,9,-1,4,-1.6,1,-1

# Some of the compounds tested (hit frequency here may not be typical).
